HUVEC tox IL1B – HUVEC cytotoxicity counter-screen, IL-1B stimulated. HUVEC cell count loss, Hoechst imaging. cell count reduction, % at 2 µM. 94,000 compounds, 0.41% hits;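 active means cell count reduction more than 3 SD above the screen-wide mean, cut at about 70% in these data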;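 further: normalized per plate to untreated control cells as the no-loss baseline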
Candida biofilm – kills Candida albicans biofilms | C. albicans biofilm + clotrimazole, Alamar Blue | inhibition, % at 6 µM | 85,000 compounds, 0.14% hits | AID 834;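 active means inhibition above 20%; inactive means inhibition below 20%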;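 further: preformed 24 hr biofilms exposed to compound for 48 hr; 0% = biofilm without compound and 100% = blank killed by clotrimazole plus chlorhexidine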
cytoskel mod – cytoskeleton assembly modification | 91,000 compounds, 0.18% hits | inhibition, % at 2 µM | HUVEC TNFa F-actin phalloidin imaging, high content;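 active means inhibition above the batch mean plus 3 SD and confirmed as a hit by visual image inspection, cut at about 30% in these data, passing the limit was not always enough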; further: strong numbers were not always called active
hDAT+cocaine – modulates human dopamine transporter uptake under cocaine; 110,000 compounds, 1.3% hits; Q01959; B-score at 10 µM; AID 449768; LLC-PK1 hDAT cells, [14C]-dopamine uptake with cocaine IC80; actives deviate in either direction;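 active means Z score or B-score, a plate-position-corrected score, falls beyond the plate's 99.7% confidence bounds, in either direction; inactive means both scores lie inside the 99.7% bounds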;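 further: scored against the spread of the other compound wells on the same plate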
Target sequence (Q01959 whole entry, looked up): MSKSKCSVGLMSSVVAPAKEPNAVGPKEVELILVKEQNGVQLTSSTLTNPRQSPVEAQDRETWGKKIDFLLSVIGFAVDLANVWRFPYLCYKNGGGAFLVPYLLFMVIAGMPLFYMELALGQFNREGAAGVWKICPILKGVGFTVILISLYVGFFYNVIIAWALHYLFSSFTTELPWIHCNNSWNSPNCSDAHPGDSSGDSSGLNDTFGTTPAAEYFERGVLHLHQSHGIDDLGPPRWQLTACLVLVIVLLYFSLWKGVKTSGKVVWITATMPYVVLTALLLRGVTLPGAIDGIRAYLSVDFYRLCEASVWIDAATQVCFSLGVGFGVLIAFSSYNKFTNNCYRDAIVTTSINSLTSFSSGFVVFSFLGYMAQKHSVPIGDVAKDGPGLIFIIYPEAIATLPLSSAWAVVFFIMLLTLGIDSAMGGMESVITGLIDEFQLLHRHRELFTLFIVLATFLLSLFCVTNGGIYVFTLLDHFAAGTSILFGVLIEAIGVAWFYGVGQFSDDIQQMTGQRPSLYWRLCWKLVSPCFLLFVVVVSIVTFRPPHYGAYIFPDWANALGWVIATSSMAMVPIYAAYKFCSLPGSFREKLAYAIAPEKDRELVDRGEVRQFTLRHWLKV
VCAM1 TNFa inh – reduces TNF alpha induced VCAM1 expression in HUVEC; HUVEC TNFa-induced VCAM-1 immunofluorescence, high-content imaging; inhibition, % at 2 µM; 95,000 compounds, 0.48% hits; AID 802;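 active means inhibition above the batch mean plus 3 SD, with images confirmed as a hit by eye, cut at about 37% in these data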;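 further: 0% = TNF-stimulated DMSO wells and 100% = unstimulated control wells; not every result past the cut was called active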
MT1-MMP txn act – activates MT1-MMP transcription. HT1080 MT1-MMP promoter luciferase reporter, luminescence, overnight; active compounds read high. activation factor at 10 µM. 86,000 compounds, 0.16% hits. AID 750;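 active means activation factor of at least 2 for MT1-MMP transcription at 10 µM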
HUVEC tox TNFa – toxic to HUVEC cells under TNF alpha stimulation; cell count reduction, % at 2 µM; 93,000 compounds, 0.17% hits; HUVEC TNFalpha-stimulated, Hoechst cell count, imaging; AID 848;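 active means cell count reduction exceeding the screen mean by over 5 SD, scaled to untreated wells per plate, cut at about 78% in these data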;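 further: cells counted after 24 h of TNF alpha exposure following the 1 h pretreatment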
LYP inh 2 – blocks human PTPN22 phosphatase activity; recombinant LYP catalytic domain, DiFMUP fluorescence; AID 640; inhibition, % at 2 µM; Q9Y2R2; 96,000 compounds, 0.21% hits;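 active means inhibition at 2 µM at or above a set limit, the screen mean plus 3 SD, cut at about 24% in these data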;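 further: 0% = DMSO with enzyme and 100% = enzyme fully blocked by orthovanadate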
Smad3 inh – inhibitors of human Smad3 transcription factor binding; P84022; TR-FRET Smad3/Dy647-FoxH1 peptide binding, europium anti-His; inhibition, % at 25 µM; 88,000 compounds, 0.29% hits; AID 630;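 active means compounds that reduce the energy-transfer binding signal between the protein and its labelled peptide by more than half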;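 further: 0% = Smad3 plus labelled peptide maximal FRET and 100% = peptide-only background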
Target sequence (P84022 whole entry, looked up): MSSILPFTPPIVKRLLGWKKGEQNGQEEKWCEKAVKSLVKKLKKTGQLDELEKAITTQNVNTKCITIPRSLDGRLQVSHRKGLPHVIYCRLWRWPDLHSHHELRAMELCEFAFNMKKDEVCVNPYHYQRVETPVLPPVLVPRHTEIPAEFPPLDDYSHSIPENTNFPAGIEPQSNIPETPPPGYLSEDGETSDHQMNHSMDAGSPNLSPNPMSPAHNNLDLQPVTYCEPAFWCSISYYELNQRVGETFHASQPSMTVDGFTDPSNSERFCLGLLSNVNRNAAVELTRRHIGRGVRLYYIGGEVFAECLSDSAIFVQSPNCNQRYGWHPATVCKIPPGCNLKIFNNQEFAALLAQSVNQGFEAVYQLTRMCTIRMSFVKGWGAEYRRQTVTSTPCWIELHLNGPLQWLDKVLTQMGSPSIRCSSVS
Numbers without * were called inactive; · = not tested or not shown; [ ] = remark or other dose.

smiles,HUVEC tox IL1B,Candida biofilm,cytoskel mod,hDAT+cocaine,VCAM1 TNFa inh,MT1-MMP txn act,HUVEC tox TNFa,LYP inh 2,Smad3 inh
COc1cccc(C(=O)NCc2ccc(N3CCN(C(=O)OC(C)(C)C)CC3)cc2)c1,19.1,·,-7.8,0.0657,-2.5,·,-14.1,6.8,·
Cc1cc(S(=O)(=O)N2CCN=C2c2ccccc2)ccc1F,-1.5,1.9,0.2,-1.38,-27.0,1.1,·,5.6,14.6
COc1ccc(N=C(N(C)C)P(=O)(N(C)C)N(C)C)cc1,-5.7,1.9,15.4,-0.838,32.3,1.3,-2.1,-2.1,7.0
COc1c(S(=O)(=O)n2nc(C)cc2C)ccc(Cl)c1Cl,-29.6,4.7,-30.1,-0.0275,21.9,1,6.1,0.1,7.2
O=C1c2ccccc2S(=O)(=O)N1CC(O)Cn1ccc2ccccc21 (stereo unspecified),35.1,·,-5.7,0.943,-0.9,1,1.8,1.8,-6.1
CCCn1nnnc1SCC(=O)c1ccc2c(c1)OCCO2,15.2,2.2,18.4,-0.221,2.4,1.6,2.5,11.1,1.8
CNC(=O)COC(=O)c1cc(=O)[nH]c2ccccc12,-3.0,10.0,19.5,-0.346,9.5,1,-17.1,0.9,1.1
Cc1ccc(CN=Cc2[nH]c3ccc(Br)c(Cl)c3c2O)cc1,4.3,3.4,9.1,-0.554,6.8,1.3,1.5,12.6,7.2
CC1(C)CC(=O)C=C(NCc2ccc(Cl)c(Cl)c2)C1,-47.1,·,2.3,-1.5,2.9,·,-4.9,7.1,·
O=C(OCC1OC(n2ccc(=O)[nH]c2=O)C(O)C1OC(=O)c1ccccc1)c1ccccc1 (stereo unspecified),-5.3,·,-0.4,0.161,-10.7,·,-8.9,-7.7,·
CCOc1ccccc1C(=O)N(C)Cc1cc2cc(OC)ccc2[nH]c1=O,-24.8,4.8,-0.8,1.51,10.3,1.1,-26.2,8.9,12.5
CCOC(=O)C1Cn2c(nc3c(c2=O)C(C)(C)Cc2ccccc2-3)S1 (stereo unspecified),-6.6,-1.2,-14.5,0.735,8.6,1,6.3,-10.0,-5.7
CCOc1cccc(NC(=O)C2CC(=O)N(C)C2)c1 (stereo unspecified),13.5,-0.7,-12.2,0.0642,3.0,1.1,8.8,-1.8,3.5
CCn1c(=O)cc(OCC(=O)N(C)C2CCCCC2)c2ccccc21,-3.9,0.4,·,2.42*,1.9,1,-31.5,-10.5,-0.8
O=C1c2ccccc2C(Nc2cccnc2)N1Cc1ccccc1 (stereo unspecified),12.6,·,-9.2,0.0126,4.6,·,-25.3,10.1,·
CCOc1ccc2c(c1)c(C(C)=O)c(C)n2-c1ccccc1,6.2,1.9,·,-0.0276,6.9,·,-2.7,12.3,0.1
CCOC(=O)CSc1nc2ccccc2c(=O)n1-c1ccc(C(=O)NCCOC)cc1,-3.4,3.5,31.6,0.00121,9.1,1.1,-5.1,10.2,6.2
Cc1ccc(OC(=O)COc2ccccc2C)c(-n2nc3ccccc3n2)c1,-9.4,2.7,-14.3,-0.799,9.1,1.9,-28.6,0.4,11.7
CCN(CC)C(=O)CSc1nc2ccccc2c(=O)[nH]1,38.7,0.9,-7.1,0.267,-0.5,1.1,2.9,13.8,14.2
COC(=O)C1=CN(C)C=C(C(=O)OC)C1c1ccsc1,-7.1,3.4,-1.2,0.188,-1.1,1.1,-20.2,-8.0,-0.8
CN(C(=O)c1cccc(C#N)c1)c1nnc(-c2cnccn2)s1,-2.8,0.8,-0.6,0.285,-11.4,1.1,-11.8,-0.1,2.1
Cc1ccc(NC(=O)CN2CCN(c3ccccn3)CC2)c(Cl)c1,-24.2,5.6,17.4,0.794,-0.7,1,-41.1,-9.7,-3.6
CCCCCCSc1nsc(N)n1,-133.8,1.5,9.8,0.604,-9.3,1.4,-13.3,9.8,2.8
C=CCn1c(-c2ccc(N)cc2)nc2ccccc21,-31.4,8.6,16.6,-0.0645,20.6,1.6,-25.9,1.8,15.8
O=C(NC1CCCCC1)[C@H](O)[C@@H](O)C(=O)NC1CCCCC1,1.0,6.7,-0.5,-0.305,-60.5,1.1,-7.6,-12.5,3.3
CSc1ncccc1C(=O)OCc1ccccc1F,-25.4,3.5,-19.0,1.51,4.0,1.5,-16.3,-2.1,-7.1
c1ccc(-c2nnc(SCc3nnc(-c4cccs4)o3)o2)cc1,-1.9,2.1,·,-0.285,1.0,1.1,-21.3,-12.9,11.9[fluorescence artefact?]
CCOc1cc(/C=N/NC(=O)Cn2nc([N+](=O)[O-])cc2C)cc(Br)c1OCc1ccccc1C,-1.3,0.3,2.6,-0.97,11.7,1.1,-7.3,13.1,27.1[fluorescence artefact?]
O=S(=O)(Cc1cc(-c2ccc(Cl)cc2)no1)c1ccccc1,4.4,·,-13.5,·,3.0,·,-18.5,3.5,·
CCc1nnc(NC(=O)C2CCCN2S(=O)(=O)c2ccccc2)s1 (stereo unspecified),65.2,·,0.6,0.453,-0.5,1.2,5.4,-12.9,·

Nothing new here: 13 of the compounds above.
smiles,HUVEC tox IL1B,Candida biofilm,cytoskel mod,hDAT+cocaine,VCAM1 TNFa inh,MT1-MMP txn act,HUVEC tox TNFa,LYP inh 2,Smad3 inh
COc1cccc(C(=O)NCc2ccc(N3CCN(C(=O)OC(C)(C)C)CC3)cc2)c1,19.1,·,-7.8,0.0657,-2.5,·,-14.1,6.8,·
Cc1cc(S(=O)(=O)N2CCN=C2c2ccccc2)ccc1F,-1.5,1.9,0.2,-1.38,-27.0,1.1,·,5.6,14.6
COc1ccc(N=C(N(C)C)P(=O)(N(C)C)N(C)C)cc1,-5.7,1.9,15.4,-0.838,32.3,1.3,-2.1,-2.1,7.0
COc1c(S(=O)(=O)n2nc(C)cc2C)ccc(Cl)c1Cl,-29.6,4.7,-30.1,-0.0275,21.9,1,6.1,0.1,7.2
O=C1c2ccccc2S(=O)(=O)N1CC(O)Cn1ccc2ccccc21 (stereo unspecified),35.1,·,-5.7,0.943,-0.9,1,1.8,1.8,-6.1
CCCn1nnnc1SCC(=O)c1ccc2c(c1)OCCO2,15.2,2.2,18.4,-0.221,2.4,1.6,2.5,11.1,1.8
CNC(=O)COC(=O)c1cc(=O)[nH]c2ccccc12,-3.0,10.0,19.5,-0.346,9.5,1,-17.1,0.9,1.1
Cc1ccc(CN=Cc2[nH]c3ccc(Br)c(Cl)c3c2O)cc1,4.3,3.4,9.1,-0.554,6.8,1.3,1.5,12.6,7.2
CC1(C)CC(=O)C=C(NCc2ccc(Cl)c(Cl)c2)C1,-47.1,·,2.3,-1.5,2.9,·,-4.9,7.1,·
O=C(OCC1OC(n2ccc(=O)[nH]c2=O)C(O)C1OC(=O)c1ccccc1)c1ccccc1 (stereo unspecified),-5.3,·,-0.4,0.161,-10.7,·,-8.9,-7.7,·
CCOc1ccccc1C(=O)N(C)Cc1cc2cc(OC)ccc2[nH]c1=O,-24.8,4.8,-0.8,1.51,10.3,1.1,-26.2,8.9,12.5
CCOC(=O)C1Cn2c(nc3c(c2=O)C(C)(C)Cc2ccccc2-3)S1 (stereo unspecified),-6.6,-1.2,-14.5,0.735,8.6,1,6.3,-10.0,-5.7
CCOc1cccc(NC(=O)C2CC(=O)N(C)C2)c1 (stereo unspecified),13.5,-0.7,-12.2,0.0642,3.0,1.1,8.8,-1.8,3.5

Back to the main list with the two entries that preceded the break.
smiles,HUVEC tox IL1B,Candida biofilm,cytoskel mod,hDAT+cocaine,VCAM1 TNFa inh,MT1-MMP txn act,HUVEC tox TNFa,LYP inh 2,Smad3 inh
O=S(=O)(Cc1cc(-c2ccc(Cl)cc2)no1)c1ccccc1,4.4,·,-13.5,·,3.0,·,-18.5,3.5,·
CCc1nnc(NC(=O)C2CCCN2S(=O)(=O)c2ccccc2)s1 (stereo unspecified),65.2,·,0.6,0.453,-0.5,1.2,5.4,-12.9,·
C=CCN1C(=O)C(Cc2ccc(OCC)cc2)S/C1=N\N=C\c1cccs1 (stereo unspecified),1.9,-1.0,17.6,0.5,-28.4,1,9.1,8.8,-1.2
CCOC(=O)c1cc2c(ccn2C)n1CC(=O)N1CCN(c2ccc(F)cc2)CC1,-48.7,7.2,-0.7,-3.01,-15.5,1.2,-19.3,-9.0,7.9
COC(=O)c1sc(NC(=O)COc2ccccc2)nc1C,0.3,2.1,13.4,·,-10.4,1.4,·,4.7,-1.8
Cc1cn(C2OC(COC(=O)c3ccccc3)C(OC(=O)c3ccccc3)C2OC(=O)c2ccccc2)c(=O)[nH]c1=O (stereo unspecified),-55.0,2.2,-69.1,-0.268,-8.5,1,8.2,3.0,0.0
Cc1ccccc1NS(=O)(=O)c1ccc(C2CNC(=O)C2)cc1 (stereo unspecified),34.4,0.9,14.1,-0.101,5.2,1,-10.4,-5.8,3.0
COc1cc(NC(=O)c2ccc(F)cc2)c(OC)cc1Cl,-32.5,15.5,-2.4,0.538,3.4,1.3,-8.3,1.9,-8.2
CC(C)CCOc1cccc(OCC(=O)N(C)C2CCS(=O)(=O)C2)c1 (stereo unspecified),·,8.1,·,0.638,·,1.1,·,·,2.5
Cc1nn(C)c(C)c1S(=O)(=O)N1CCCC(C(=O)N2CCN(c3ccccc3)CC2)C1 (stereo unspecified),-5.3,3.8,-0.6,·,21.0,1,-3.2,-10.2,0.8
CCN(c1cccc(C)c1)S(=O)(=O)c1ccc2c3c(cccc13)C(=O)N2,-18.6,3.2,1.4,0.989,20.9,1.2,-9.6,6.0,-2.3
Cc1cccc(NC(=S)NC2CC3CCC(C2)N3Cc2ccco2)c1C (stereo unspecified),-13.6,·,-21.2,0.392,7.1,·,13.0,8.2,·
CCOc1ccccc1CN1CCN(S(=O)(=O)CC)CC1,-12.3,8.8,0.0,0.276,-9.5,1.1,-9.0,-7.3,-0.8[fluorescence artefact?]
c1ccc(-c2noc(-c3ccc4c(c3)OCO4)n2)nc1,·,0.9,·,0.323,·,0,·,·,6.8
Cc1cccnc1NC(=S)NC(=O)c1cncc(Br)c1,-10.9,·,43.5,-0.171,7.2,·,-20.3,4.4,·
CC(=O)Nc1c(C(=O)C2CC2)oc2ccccc12,6.5,10.1,0.0,-0.774,-9.6,1,-8.5,0.0,-9.5
Cc1noc(C)c1C(=O)N1CCN(Cc2ccccc2)CC1,8.2,5.0,·,0.598,27.4,1,-35.3,-11.9,10.7
CCC(=O)Nc1ccccc1C(=O)N1CCN(Cc2ccccc2)CC1,17.5,5.0,-5.9,0.533,17.7,1.1,-19.4,-6.6,-0.3[fluorescence artefact?]
CCc1ccc(CCC(=O)Nc2sc3c(c2C#N)CCCC3)o1,7.8,7.8,-6.0,0.162,20.2,·,0.0,6.2,12.9
CCOc1ccc2c(c1)sc(=NC(=O)C1CC1)n2C,5.7,2.2,-1.0,1.52,11.2,·,-8.2,2.9,2.5
c1ccc2cc(Sc3ncnc4c3oc3ccccc34)ccc2c1,-13.0,13.5,21.6,0.813,13.3,1.5,-10.5,7.2,-6.3
CN1CC(=O)N(CC(=O)Nc2ccc(Cl)c(C(F)(F)F)c2)C1=O,20.4,7.2,-4.3,-0.0547,-27.8,1.2,12.6,6.1,-2.5
O=C(Nc1ccc(-c2cc3ccccc3oc2=O)c(Cl)c1)c1cccnc1,-23.8,·,-21.3,-0.374,8.3,·,19.1,-0.8,·
CC(=O)Nc1ccc(S(=O)(=O)N2C3CCCC2CC(NC(=O)C2CCCCC2)C3)cc1 (stereo unspecified),3.9,5.6,-0.6,-0.711,14.7,1.1,-43.1,9.4,11.5

Source: PubChem (several laboratories)

These rows are one share of the data; rates above refer to the full screens.
